Bioassay records (PubChem)
Epigenetic derep: derepresses silenced GFP reporter in murine cells. murine LDR cells, GFP reporter derepression, 30 h. Potency, µM (doses to about 53.9 µM), without a hit: at the highest dose GFP activation, usual class: activators. 0.2% of 280,000 active. AID 1865; active = well fitted activation curve with a large enough effect; inconclusive = small, poorly fitted or top-dose-only effect; note: % of control where 0% means no effect; nearly all actives have a fitted effect of over 60% in size
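Murine LDR cells bearing a silenced CMV-driven GFP reporter were exposed to compound for 30 h at 37 C. After PBS washes, GFP-positive cells (20-120 um objects) counted by laser-scanning microplate cytometry.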
Active calls of the source: *; ? = inconclusive. Potency is the fitted concentration of half-maximal effect.

| SMILES | Epigenetic derep |
| --- | --- |
| CCOc1ccc(NC(=O)c2ccc(NC(=O)N3CCSc4ncccc43)cc2)cc1 | 4.1% |
| CCN(C(=O)Cc1nc(-c2ccc(OC)cc2)no1)c1cccc(Cl)c1 | -0.4% |
| O=C(NCc1cccc(Cl)c1)c1oc(=O)c2ccccc2c1-c1ccccc1 | 0.0% |
| O=c1c(-c2cc(-c3ccccc3)nc3c2COc2ccc(Cl)cc2-3)coc2ccc(F)cc12 | -0.2% |
| COc1ccc2c(C)c(CC(=O)NCCc3ccc(Cl)cc3)c(=O)oc2c1C | -1.9% |
| CCn1c(=O)n(-c2ccc(F)c(Cl)c2)c(=O)c2c3c(sc21)CN(C(C)=O)CC3 | 0.0% |
| COc1ccc(C)cc1Nc1nc(-c2cccc(Cl)c2)c2c(n1)-c1ccccc1OC2 | 4.1% |
| COc1ccc(NC(=O)/C(C#N)=C/c2ccc(C)o2)cc1 | -0.8% |
| CCOc1ccc(NC(=O)Cn2nc(CC)n3c(cc4sccc43)c2=O)cc1 | 0.8% |
| CCCCCC(=O)N1c2ccccc2C(C)(c2ccccc2)CC1(C)C (stereo unspecified) | -4.8% |
| Cc1cccc(NCc2nc3ccccc3n2CCOc2ccccc2C)c1 | -6.2% |
| CC(C)NC(=O)CCN1C(=O)c2ccccc2Sc2ncccc21 | -1.6% |
| COc1ccc(-c2csc(-c3c(N)c(C(=O)c4ccccc4)n4ccccc34)n2)cc1OC | 7.9% |
| COC(=O)c1ccccc1NC(=O)N(Cc1ccc(C)cc1)Cc1cccn1-c1nnc(N2CCCC2=O)s1 | 0.0% |
| CC1CCCCN1C(=O)c1ccc2c(c1)N(Cc1ccc(Cl)cc1)C(=O)c1ccccc1S2=O (stereo unspecified) | -1.1% |
| Cc1nn2c(=O)cc(COc3ccc(/C=C(\C#N)C(=O)Nc4ccccc4C)cc3)nc2s1 | 0.5% |
| COc1ccccc1-c1noc(-c2ccc(N3CCN(c4ccccc4)CC3)c([N+](=O)[O-])c2)n1 | -0.3% |
| COc1cccc(NC(=O)Cn2c(=O)n(CCC(=O)NCc3ccccc3OC)c(=O)c3ccccc32)c1 | -1.8% |
| O=C(Cn1c(=O)n(Cc2ccc(C(=O)NCc3ccccc3Cl)cc2)c(=O)c2ccccc21)Nc1ccc(F)cc1 | -1.7% |
| Cc1cccc(N2CCN(c3nc4ccccc4c4nc(-c5ccccc5)nn34)CC2)c1C | 0.0% |
| CC(C)Cn1c(=O)c2ccccc2n2c(CCC(=O)Nc3ccc(F)c(F)c3)nnc12 | 2.2% |
| COc1ccccc1C(=O)Oc1ccc(C(c2c(C)[nH][nH]c2=O)c2c(C)[nH][nH]c2=O)cc1 | 8.9% |
| CCC(=O)N1CCc2cc(Br)cc(S(=O)(=O)NCCc3ccc(OC)c(OC)c3)c21 | -5.1% |
| CCOC(=O)CNC(=O)CC(c1cc(OC)c(OC)c(OC)c1)N1Cc2ccccc2C1=O (stereo unspecified) | -1.6% |
| COc1ccc(Cn2c(=O)c3oc4ccccc4c3n(Cc3ccccc3)c2=O)cc1 | -0.5% |
| Cc1cc(O)c(-c2ccnc3cc(-c4ccccc4)nn23)cc1Cl | 2.4% |
| COc1cc(N2C(=O)CSC23C(=O)N(C)c2ccccc23)cc(OC)c1OC (stereo unspecified) | 2.4% |
| CCOC(=O)c1cc(CC)sc1NC(=O)COc1ccccc1C | -1.6% |
| CCc1ccccc1Nc1nn2c(=O)c3ccc(C(=O)NC4CCCCC4)cc3nc2s1 | 3.2% |
| Cc1cccc(NC(=O)c2ccc3c(O)c(S(=O)(=O)c4ccccc4)c(=O)[nH]c3c2)c1C | -0.4% |
| CCc1ccc(-n2nnc(-c3nsc(NC(=O)c4ccccc4Cl)n3)c2C)cc1 | -0.9% |
| CCCOc1ccc(C2c3c(oc4ccccc4c3=O)C(=O)N2c2nc(C)c(C(=O)OCC)s2)cc1 (stereo unspecified) | 1.9% |
| COc1ccc(OC)c(C2CC(=O)c3c([nH]c(C(=O)OC4CCC(C)CC4)c3C)C2)c1 (stereo unspecified) | 2.8% |
| CC(C)c1ccc(NC(=O)C2CCN(S(=O)(=O)c3cccc4nsnc34)CC2)cc1 | -1.1% |
| COc1ccc(Cl)cc1NC(=O)Cn1c(=O)n(Cc2cccs2)c(=O)c2cccnc21 | 3.5% |
| Cc1cc(C)c2oc(C(=O)Nc3c(C(=O)c4ccc(F)cc4)oc4ccccc34)cc(=O)c2c1 | -1.9% |
| CCc1cccc(CC)c1NC1=NS(=O)(=O)c2ccccc21 | 4.8% |
| Cc1ccc(C)c(N2CCN(C(=O)C3CCCN(S(=O)(=O)c4cccc5nsnc45)C3)CC2)c1 (stereo unspecified) | -0.8% |
| COc1ccc(CCNC(=O)c2c(O)nc3c(C)cccn3c2=O)cc1OC | 0.0% |
| Cc1oc2ccc(O)c(CN(C)Cc3ccccc3)c2c1C(=O)Nc1ccccc1 | -1.9% |
| Cc1cccc(-n2nnc(-c3nc(-c4cccs4)no3)c2N)c1 | -2.9% |
| Cc1ccc2cccc(NC(=O)c3ccc(-c4cccc(Cl)c4Cl)o3)c2n1 | 0.0% |
| COc1ccc(-c2nc3ccccc3s2)cc1NC(=O)c1ccccc1OC | 1.1% |
| Cc1ccc(CCNC(=O)c2ccc(CNS(=O)(=O)c3ccccc3)cc2)cc1 | 0.2% |
| COc1ccc(NC(=O)c2c(-c3ccc(C)cc3)nnc3ccccc23)c(OC)c1 | -0.3% |
| O=C(Nc1ccc(-c2nc3cc(Cl)ccc3o2)cc1)c1cc2ccccc2o1 | ? |
| CCc1ccccc1NC(=O)Nc1ccc2snnc2c1 | 3.7% |
| Cc1ccc2c(CC(=O)Nc3c(C(=O)c4ccc(F)cc4)oc4ccccc34)coc2c1C | -2.2% |
| Cc1ccc(NC(=O)C(C)n2nnc3sc4c(c3c2=O)CCCC4)cc1Cl (stereo unspecified) | 13.9% |
| O=C1CC(c2ccccc2)Cc2[nH]c(=O)c(-c3nc(-c4ccc(Cl)cc4)cs3)cc21 (stereo unspecified) | 2.6% |
| CCCCN(CCCNC(=O)c1cc(Nc2ccc(OC)cc2OC)nc2ccccc12)Cc1ccccc1 | -0.7% |
| CCc1ccc(S(=O)(=O)c2cn(CC(=O)Nc3ccc(C)cc3)c3ccccc3c2=O)cc1 | -1.6% |
| Cn1c(=O)c2c(ncn2CC(=O)Nc2cc(Cl)cc(Cl)c2)n(C)c1=O | -1.6% |
| Cc1nn(-c2ccccc2)c2sc(C(=O)Nc3cccc(Br)c3)cc12 | 1.6% |
| Cc1ccc(NC(=O)c2cn(-c3ccccc3)nc2-c2ccccc2)cc1 | -0.2% |
| CC(C)CCNC(=O)c1ccc2c(c1)NC(=O)C(C(C)C)N2 (stereo unspecified) | -0.9% |

Next part
| SMILES | Epigenetic derep |
| --- | --- |
| Cc1cc(C)cc(Oc2nc3c(c(=O)n(C)c(=O)n3C)n2Cc2ccc(F)cc2)c1 | 0.0% |
| COc1ccc(-n2nc(C(=O)N3CCCC(C)C3)c3c4ccccc4n(C)c3c2=O)cc1 (stereo unspecified) | 0.2% |
| CCOC(=O)c1cc2c(=O)n3ccccc3nc2n(Cc2ccco2)c1=NC(=O)c1cccc(C)c1 | 16.6% |
| COc1cc(NC(=O)NCC2CCN(Cc3ccc(C)cc3)CC2)cc(OC)c1OC | -1.2% |
| CC(C)c1ccc(OCC(O)CN2CCN(c3ccc(F)cc3)CC2)cc1 (stereo unspecified) | 0.0% |
| CCCOC(=O)c1ccc(Nc2c(C(=O)OCC)cnc3c(C)cc(Cl)cc23)cc1 | -0.8% |
| O=C(NCc1ccc(F)cc1)c1ccc(Nc2nc3ccccc3n3nnnc23)cc1 | ? |
| Cc1cc(-c2ccc(S(=O)(=O)Nc3ccc(Cl)cc3C)cc2)on1 | -1.1% |
| Cc1cccc(NC(=O)Cn2cc(C(=O)C3CCCCC3)c3ccccc32)c1C | ? |
| N#C/C(=C/c1cn(Cc2ccc(F)cc2)c2ccccc12)C(=O)Nc1cccc(Cl)c1 | -0.8% |
| Cc1nc2nc(NC(=O)C(C)C)[nH]n2c(=O)c1Cc1ccccc1 | ? |
| OCCCn1c(-c2ccc(F)cc2)csc1=Nc1ccc(F)cc1 | 0.0% |
| CS(=O)(=O)N1CCc2cc(C(=O)Nc3cccc(F)c3)ccc21 | -1.8% |
| Cc1ccc(-c2nc3ccccn3c2Nc2ccccc2C)s1 | -0.1% |
| CCC(=O)N1CCc2cc(S(=O)(=O)NC(Cc3ccccc3)C(=O)Nc3ccccc3C)ccc21 (stereo unspecified) | 0.8% |
| CC(C)Nc1ccc(-c2nc(-c3ccncc3)no2)cc1[N+](=O)[O-] | -3.3% |
| Cc1ccc(-n2c(=O)c3c(C)c(C)sc3n(CC(=O)c3ccc(Cl)cc3)c2=O)cc1C | 2.3% |
| CC(C)CCn1c(=O)c2cccnc2n(CC(=O)Nc2ccc(F)cc2)c1=O | 1.4% |
| COc1ccccc1CCNC(=O)c1cccn1-c1nnc(N2CCCCC2)s1 | 0.0% |
| CCC(C(=O)Nc1cc(F)ccc1F)n1nc(-c2cc(C)ccc2C)ccc1=O (stereo unspecified) | -3.3% |
| Cc1c(Cl)cccc1-c1ccc(/C=C(\C#N)c2nc3ccccc3[nH]2)o1 | ? |
| COc1ccc(N2CCN(C(=O)c3ccc(CS(=O)c4cccc(C)c4)o3)CC2)cc1 (stereo unspecified) | 6.6% |
| Cc1cc(C)n2nc(CNC(=O)c3cccc(N(C)C)c3)nc2n1 | -3.8% |
| CCn1c(C(=O)NCc2ccc(F)cc2)cc2oc3ccccc3c21 | -2.7% |
| COc1ccc(N2CCN(Cc3nc4c(c(=O)[nH]c(=O)n4C)n3Cc3ccccc3C)CC2)cc1 | -3.1% |
| COc1cc2ccccc2cc1C(=O)Nc1ccc2oc(-c3ccc(Cl)cc3)nc2c1 | -1.6% |
| Cc1ccc(-c2nnc(Nc3ccc(Cl)c(Cl)c3)c3ccccc23)cc1S(=O)(=O)N(C)C | -1.6% |
| COc1ccc2c(c1)c1c(c(=O)n(-c3ccc(OC)c(OC)c3)c(=O)n1Cc1ccccc1F)n2C | 4.4% |
| Cc1ccc(-n2c(=O)c3c4c(sc3n(CC(=O)Nc3ccccc3C)c2=O)CCCCC4)cc1C | -1.8% |
| CC1CCCN(CCCNC(=O)c2ccc3c(c2)N(Cc2ccc(Cl)cc2)C(=O)c2ccccc2S3(=O)=O)C1 (stereo unspecified) | 0.0% |
| CN(Cc1ccccc1)c1nnc(NC(=O)Nc2cccc(Br)c2)s1 | -1.4% |
| Cc1cccc(NC(=O)C(Cc2ccccc2)n2cccc2)c1C (stereo unspecified) | 0.0% |
| CCC(=O)N1CCc2cc(Br)cc(S(=O)(=O)N3CCCC(C(=O)Nc4cccc(C)c4C)C3)c21 (stereo unspecified) | -1.8% |
| COc1cccc(NS(=O)(=O)c2ccc3c(c2)n(C)c(=O)n3C)c1 | -1.8% |
| Cc1cccc(-c2nc(C(N)=O)c3c(n2)n(-c2ccc4c(c2)OCO4)c(=O)n3C)c1 | -1.1% |
| Cc1ccccc1OCc1nc2ccccc2n1Cc1ccccc1Cl | -1.1% |
| CCOc1ccc(C(=O)NCCn2cc(SCC(=O)NCCc3ccc(OC)c(OC)c3)c3ccccc32)cc1 | 2.1% |

These rows are one share of the data; count on the stated rates, not on these rows.
